# Screening results from PubChem BioAssay.
# POLI inh: DNA polymerase iota (human) inhibition; Potency, µM (titrated, usually from 115 µM), for the others: at the highest dose activity, negative = inhibition, hits mostly inhibitors; Pol iota fluorescent replication assay, 10 min; 1% of 390,000 active; Q9UNA4
#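 Fluorescent replication assay read twice, at 0 min and 10 min after adding 50 nM (final) substrate. Enzyme (10 nM) and compounds were first incubated 15 min at room temperature; enzyme-free buffer wells were negative controls.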
# Pol beta inh: blocks human DNA polymerase beta activity; 1.3% of 340,000 active; Potency, µM (doses to about 114 µM), without a hit: top-dose activity change, negative = inhibition, usual class: inhibitors; Pol beta primer extension/strand displacement, fluorescence kinetic; P06746; also: % is scaled to controls: 0 for no effect and ±100 for the full control effect
#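 Preincubation: enzyme (10 nM) with compound, 15 min, RT. Reaction: substrate added to 50 nM final. Reads: 0 and 10 min. Analysis: normalized, Hill fit.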
# Pol kappa inh: blocks human DNA polymerase kappa activity; Q9UBT6; purified Pol kappa, fluorescent DNA synthesis assay, 10 min; Potency, µM (top dose mostly 107 µM), without a hit: at the highest dose activity, negative = inhibition, hits mostly inhibitors; 0.53% of 400,000 active; AID 588579; also: % is scaled to controls: 0 for no effect and ±100 for the full control effect
#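 Here, compound and 10 nM enzyme are combined for 15 min at room temperature; adding 50 nM substrate (final) starts DNA synthesis, tracked by fluorescence at 0 and 10 min against buffer-only wells.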
# G9a block: blocks human histone lysine methyltransferase G9a | Potency, µM (highest dose often 102 µM), inactives show at the highest dose activity, negative = inhibition, usual class: inhibitors | G9a H3K9 monomethylation, AlphaScreen, 2 h | 8.8% of 350,000 active | Q96KQ7; also: % is scaled to controls: 0 for no effect and ±100 for the full control effect; nearly all actives have a fitted effect of over 75% in size
#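 Step 1: enzyme (final 20 nM) with compound, 15 min RT. Step 2: substrate peptide 500 nM and SAM 20 uM, 2 h RT. Step 3: anti-H3K9me1 antibody and AlphaScreen beads, 10 min, then plate read.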
# POLH inh: inhibitors of human DNA polymerase eta; recombinant Pol eta, fluorescent DNA replication assay; Potency, µM (titrated, usually from 114 µM), without a hit: top-dose activity change, negative = inhibition, most hits filed as inhibitors; 1.2% of 390,000 active; also: % is scaled to controls: 0 for no effect and ±100 for the full control effect
#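 Pol eta at 10 nM preincubated with compounds 15 min at room temperature; reaction started with fluorescent substrate (50 nM final) and read kinetically at 0 and 10 min.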
# APEX1 inh: inhibitors of human APE1 endonuclease; recombinant APE1, TAMRA/BHQ-2 abasic DNA cleavage fluorescence; 0.35% of 350,000 active; P27695; Potency, µM (highest dose often 65.8 µM), for the others: at the top dose activity change, negative = inhibition, hits mostly inhibitors;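 also: plate controls were vehicle for no effect and reference inhibitor for full effect; nearly all actives have a fitted effect of over 55% in size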
#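 Step 1: APE1 (0.75 nM) with compound, 15 min RT. Step 2: add 50 nM fluorophore/quencher THF duplex. Step 3: three fluorescence reads 60 s apart (525/598 nm); read 3 minus read 1 = reaction progress.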
# JMJD2A Tudor inh: blocks the human JMJD2A Tudor domain. O75164. AlphaScreen JMJD2A-Tudor / H3K4me3 peptide binding. Potency, µM (doses to about 114 µM), for the others: at the highest dose activity change, negative = inhibition, most hits filed as inhibitors. 4.4% of 390,000 active. AID 504339; also: % is scaled to controls: 0 for no effect and ±100 for the full control effect; nearly all actives have a fitted effect of over 50% in size
# Target sequence (O75164 whole entry, looked up, the tested form may be a part): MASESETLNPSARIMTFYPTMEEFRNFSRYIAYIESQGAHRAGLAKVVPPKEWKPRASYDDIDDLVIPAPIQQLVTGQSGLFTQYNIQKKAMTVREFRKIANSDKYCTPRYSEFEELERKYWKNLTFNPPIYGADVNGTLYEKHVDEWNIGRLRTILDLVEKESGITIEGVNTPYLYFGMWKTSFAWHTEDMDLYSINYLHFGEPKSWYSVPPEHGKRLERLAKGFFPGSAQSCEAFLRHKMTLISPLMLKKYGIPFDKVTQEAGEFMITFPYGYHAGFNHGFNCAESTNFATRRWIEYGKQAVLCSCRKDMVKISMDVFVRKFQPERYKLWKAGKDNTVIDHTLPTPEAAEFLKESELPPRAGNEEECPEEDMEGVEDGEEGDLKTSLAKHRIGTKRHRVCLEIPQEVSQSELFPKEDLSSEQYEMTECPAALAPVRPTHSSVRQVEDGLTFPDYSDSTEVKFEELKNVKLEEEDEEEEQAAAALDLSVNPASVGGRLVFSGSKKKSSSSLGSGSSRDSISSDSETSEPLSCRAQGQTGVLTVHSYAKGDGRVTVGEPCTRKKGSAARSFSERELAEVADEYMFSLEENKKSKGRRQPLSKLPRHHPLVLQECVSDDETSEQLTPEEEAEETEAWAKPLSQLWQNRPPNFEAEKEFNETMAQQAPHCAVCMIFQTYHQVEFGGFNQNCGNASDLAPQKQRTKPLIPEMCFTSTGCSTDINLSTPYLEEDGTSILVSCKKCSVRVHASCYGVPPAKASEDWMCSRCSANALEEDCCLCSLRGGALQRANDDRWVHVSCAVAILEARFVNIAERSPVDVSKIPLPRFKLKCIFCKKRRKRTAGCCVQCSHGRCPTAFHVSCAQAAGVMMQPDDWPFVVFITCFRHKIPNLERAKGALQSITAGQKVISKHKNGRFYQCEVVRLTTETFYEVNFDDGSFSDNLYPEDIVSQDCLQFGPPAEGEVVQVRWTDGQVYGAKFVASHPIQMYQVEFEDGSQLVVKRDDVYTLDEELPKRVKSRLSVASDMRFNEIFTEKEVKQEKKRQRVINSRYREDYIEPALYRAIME
# BLM helicase inh: Bloom syndrome helicase (human) inhibition | P54132 | recombinant BLM DNA unwinding, fluorescence dequenching | Potency, µM (titrated, usually from 56.1 µM), for inactives: top-dose activity change, negative = inhibition, usual class: inhibitors | 0.2% of 350,000 active;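 also: plate controls were vehicle for no effect and no enzyme for full effect; nearly all actives have a fitted effect of over 35% in size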
# BAZ2B inh: inhibitors of human BAZ2B bromodomain; AlphaScreen BAZ2B-H3K14Ac peptide displacement; Potency, µM (series often up to 114 µM), for the others: at the highest dose activity change, negative = inhibition, most hits filed as inhibitors; AID 504333; Q9UIF8; 4.4% of 360,000 active; also: % is scaled to controls: 0 for no effect and ±100 for the full control effect; nearly all actives have a fitted effect of over 60% in size
#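 BAZ2B (50 nM) with biotin-H3(5-23)K14Ac peptide (50 nM) in PBS pH 7.4, 0.01% Tween-20, preformed 30 min, then compound 30 min at room temperature; top concentration 110uM. AlphaScreen streptavidin donor/nickel chelate acceptor beads (10 ug/mL final), 20 min dark, signal read.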
# Numbers without * were called inactive; u = inconclusive; x = not tested or not shown; & = joins results of further samples; [ ] = dose if it differs, or a comment. Calls follow the shape of the dose curve; as a rule, active = well fitted curve in the direction sought with a large enough effect; inconclusive = small, poorly fitted or top-dose-only effect, or another doubt; inactive = no such curve, though single readings can be large; an effect the other way counts as inactive or inconclusive. Potency is read from the fitted curve at half-maximal effect.
# Below each compound – Pol beta inh	Pol kappa inh	APEX1 inh	G9a block	BLM helicase inh	POLH inh	BAZ2B inh	JMJD2A Tudor inh	POLI inh
Clc1ccc(-c2noc(CN(Cc3ccccn3)CC3CCCO3)n2)cc1 (configuration not stated)
→ 10%	-4%	3%	-8%	-3%	-20%	-5%	-25%	26%
Nc1ccccc1-n1cccc1
→ 31%	-17%	2%	7%	-2%	-5%	-29%	-26%	26%
O=C(C1CCN(S(=O)(=O)c2cccs2)CC1)N1CCN(c2ccccc2F)CC1
→ -3%	-22%	x	-3%[59 µM]	2%	-10%	3%	-11%	43%[activator]
Cc1ccc(C(=O)NCc2ccc(Cl)c(Cl)c2)o1
→ 19%	-3%	u	19%	-6%	-1%	9%	10%	-8%
COc1cccc(/C=N/NC(=O)c2ccc(COc3ccc(Cl)cc3Cl)o2)c1
→ 8%	-3%	-4%	43%	-4%	-2%	-9%	-13%	6%
Cc1ccc(S(=O)(=O)N2CCC(=O)N(CCOC(=O)Nc3ccc(C)c(C)c3)CC2)cc1
→ -23%	-4%[60.1 µM]	-5%&8%	18%[59 µM]	-1%[75.6 µM]	-16%	4%	-23%	8%
O=C(CCCN1C(=O)c2ccccc2C1=O)N1CCOCC1
→ 27%	-3%	8%	-4%	1%	-7%	0%	-10%	30%
O=S(=O)(c1ccccc1)N1CCN(c2nc3ccccc3s2)CC1
→ -24%	4%	-3%	2%	1%	-8%	-27%	-7%	24%
N/C(=N\OC(=O)CCC(=O)O)c1ncc(C(F)(F)F)cc1Cl
→ 16%	-20%	-9%	-3%	-5%	-4%	-13%	-15%	-9%
OCC1(CCc2ccccc2)CCN(Cc2cnc(N3CCCC3)s2)CC1
→ 13%	-10%	-1%	-43%	0%	-13%	-18%	-23%	-9%
Cc1ccccc1OC(=O)Cn1c(C(F)(F)F)nc2ccccc21
→ -1%	1%	-1%	1%[59 µM]	-5%	1%	7%	u	5%
Cc1c(C)c2ccc(OCC(=O)NCc3ccccn3)cc2oc1=O
→ 16%	6%	36%	-12%	3%	-4%	0%	-2%	18%
CCN(CC)c1ccc2cc(C(=O)Nc3cccnc3N3CCOCC3)c(=O)oc2c1
→ 14%	x	13%	7%	-6%	x	1%	x	x
Cc1ccc(-n2nnnc2SCC(=O)NCC2(N3CCCCC3)CCCCC2)c(C)c1
→ x	-19%	-3%	8%[2.33 µM]	x	-18%	1%	-26%	33%[activator]
CCCCNC(=O)Cn1cnc([N+](=O)[O-])n1
→ -23%	-20%	3%	1%	-1%	-8%	-20%	-23%	-10%
CCCCCC1CCC(C(=O)N2CCOCC2)CC1 (configuration not stated)
→ 49%	-1%	7%	x	1%	-8%	11%[0.457 µM]	-9%	68%[activator]
COc1ccccc1-n1ncc2c(=O)[nH]c(SCC(=O)Nc3cccc(F)c3)nc21
→ -13%	-5%[60.1 µM]	x	2%[59 µM]	3%	-15%	-4%	-13%	5%
COc1ccc(CCN(C)C(=O)COC(=O)/C=C/c2ccc(C)o2)cc1OC
→ x	u	-11%	35µM*	x	u	u	u	50µM*
COCCNC(=O)/C(C#N)=C/c1ccc2c(c1)OCO2
→ 38%	-4%	5%	10%	-3%	-13%	5%	-6%	19%
Cc1ccc(S(=O)(=O)NC(CC(=O)NCc2ccco2)c2ccco2)cc1 (configuration not stated)
→ -19%	-27%	1%	u	4%	u	9%	-18%	u

# Part of the list above, showing only JMJD2A Tudor inh, POLI inh and APEX1 inh.
molecule	JMJD2A Tudor inh	POLI inh	APEX1 inh
Clc1ccc(-c2noc(CN(Cc3ccccn3)CC3CCCO3)n2)cc1 (configuration not stated)	-25%	26%	3%
Nc1ccccc1-n1cccc1	-26%	26%	2%
O=C(C1CCN(S(=O)(=O)c2cccs2)CC1)N1CCN(c2ccccc2F)CC1	-11%	43%[activator]	x
Cc1ccc(C(=O)NCc2ccc(Cl)c(Cl)c2)o1	10%	-8%	u
COc1cccc(/C=N/NC(=O)c2ccc(COc3ccc(Cl)cc3Cl)o2)c1	-13%	6%	-4%

# The main list resumes, starting 2 compounds before the break.
# Below each compound – Pol beta inh	Pol kappa inh	APEX1 inh	G9a block	BLM helicase inh	POLH inh	BAZ2B inh	JMJD2A Tudor inh	POLI inh
COCCNC(=O)/C(C#N)=C/c1ccc2c(c1)OCO2
→ 38%	-4%	5%	10%	-3%	-13%	5%	-6%	19%
Cc1ccc(S(=O)(=O)NC(CC(=O)NCc2ccco2)c2ccco2)cc1 (configuration not stated)
→ -19%	-27%	1%	u	4%	u	9%	-18%	u
COc1ccc(S(=O)(=O)Nc2cc3c4c(oc3c3ccccc23)CC(C)(C)CC4=O)cc1
→ 3%	-9%	-2%	u	-15%	-3%	-5%[57.1 µM]	u	3%
O=C(NCc1ccccc1)NC1(C(=O)N2CCN(c3ncccn3)CC2)CCCCC1
→ 17%	-12%	-2%	-26%	0%	-10%	-1%	-18%[11.4 µM]	u
Cc1ccc(NC(=O)CCC(=O)NNC(=O)Cc2ccccc2)cc1C
→ 3%	-1%	-6%	9%	1%	1%	-3%	-9%	-18%
CC(C)CNC(=O)C1CCN(S(=O)(=O)c2ccc(-n3cnnn3)cc2)CC1
→ 13%	1%	15%	-12%	-5%	-11%	3%	-4%	59%[activator]
N#Cc1cc(Cl)c(NCC2CCCO2)cc1C#N (configuration not stated)
→ 4%	4%	1%	x	0%	-14%	36%[activator]	-16%	12%
CC1(C)CC(NC(=O)Nc2ccc([N+](=O)[O-])cc2)CC(C)(C)N1
→ 38%	-11%	12%	4%	0%	1%	-10%	-10%	53%
Cc1ccc(C(=O)CC(SCC(=O)O)c2ccc([N+](=O)[O-])cc2)cc1 (configuration not stated)
→ -7%	3%	1%	25µM*	-13%	-25%	u	u	10µM*
CCCCOC(=O)Nc1nc(CC(=O)OCC)cs1
→ 15%	-5%	-3%	20%[59 µM]	-4%	-3%	-6%	-18%	-2%
O=C(O)/C=C/c1cn(-c2ccccc2)nc1-c1ccc2c(c1)OCCO2
→ 0%	3%	9%	x	-3%	-3%	-12%	-9%	10%
CC(C)Cc1ccc(S(=O)(=O)N2CCC(c3ccncc3)CC2)cc1
→ -21%	-3%[60.1 µM]	x	0%[59 µM]	-4%	-19%	0%	-7%	-28%
O=P(OC1CCCCC1)(OC1CCCCC1)C(Nc1ccccc1)c1cccnc1 (configuration not stated)
→ 4%	-13%	-3%	0%[59 µM]	-12%	0%	u	-28%	34%[activator]
CCOC(=O)C(=CNc1cscc1S(=O)(=O)C(C)C)C(=O)OCC
→ 16%	2%	0%	-8%	-3%	-10%	0%	-11%	23%
Clc1ccc(CCNC(c2ccc(Cl)cc2)c2nnc(-c3ccccc3)o2)cc1 (configuration not stated)
→ -9%	-4%	x	65%[activator][59 µM]	-9%	-20%	49%[activator]	60%[activator]	-4%
CCn1c2ccccc2c2nnc(N3CCN(c4cccc(Cl)c4)CC3)nc21
→ 1%	-4%	x	-41%[59 µM]	-11%	-5%	u	u	-7%
Cc1cc(C)n2nc(SCC(=O)N(C)c3c(N)n(Cc4ccccc4)c(=O)[nH]c3=O)nc2n1
→ 1%	x	1%	-3%	2%	x	-2%	x	x
CSc1nc2c(c(=O)[nH]1)C(c1cccs1)C1=C(CCCC1=O)N2 (configuration not stated)
→ 28µM*	u	-6%	3%[12.7 µM]	-11%	16µM*	-26%	-50%	u
CN1OC2C(=O)N(c3ccccc3)C(=O)C2C1c1ccc(F)cc1 (configuration not stated)
→ 73%	4%	-2%	-19%	-2%	-10%	9%	-5%	-8%[58.9 µM]
CCOC(=O)C(CCC(C)=O)C(=O)c1ccccc1 (configuration not stated)
→ 0%	-8%	11%	7%	0%	-8%	-2%	-16%	2%
Cc1cccc(Nc2nc(NCc3ccco3)c3ccccc3n2)c1
→ 5%	-2%	21%	18µM*	-20%	-11%	u	u	-1%
CCOC(=O)c1ccc(C(=O)OCC)nc1
→ -9%	-19%	3%	-4%[59 µM]	4%	8%	-4%	-5%	3%
Cc1ccc(N2CC(C(=O)O)CC2=O)cc1 (configuration not stated)
→ -22%	-6%	5%	-25%	-3%	-21%	3%	2%	31%[activator]
O=C(NCc1ccccn1)c1ccc(N2CCCC2=O)cc1
→ 9%	-9%	12%	-8%[59 µM]	0%	-3%	13%	-7%	2%
CCN1CCN(c2cc(C)c3cc(NC(=O)c4cc(OC)cc(OC)c4)ccc3n2)CC1
→ -26%&-22%	-22%&0%	-3%	u	-3%&-9%	u	u	u	-9%&5%
CCCNC(=O)NC(=O)CN1C(=O)NC(C)(c2ccc3ccccc3c2)C1=O (configuration not stated)
→ 48%	4%	-8%	5%	-2%	-15%	-7%	-21%	117%[activator]
Cc1ccc(CSc2nncn2-c2ccccn2)cc1
→ 1%	-3%	2%	18%[59 µM]	3%	0%	6%	-25%	1%
CC(C)C[C@H]1CNC(=O)C(=O)N1CC1CCN(CCc2ccc(-c3ccccc3)cc2)CC1
→ x	-12%	x	x	x	-8%	x	-20%	7%
COc1cc(CNC(C)(C)C)cc(Br)c1OCc1cccs1
→ 79%	-16%	1%	-1%[59 µM]	24%	-12%	4%	-27%	-1%

# Not all compounds are listed; the hit share may differ from the screen's.
